Screening results: PubChem BioAssay, several laboratories
CRFBP-R2 agonist: agonists of CRF-BP/CRF-R2 complex, primary screen, cell-based, HEK293, calcium dye fluorescence, uHTS; calcium dye fluorescence (FLIPR); percent of saturating CRF peptide response; activation, % at 13.2 µM; 0.46% of 350,000 active;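 active means activation of at least 50%, plus an integration ratio under a set limit after plate pattern correction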;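 further: plate controls were neutral control wells without compound for no effect and CRF at EC100 for full effect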
p-CIP stab down: p/CIP-EGFP fusion destabilizers, primary screen, fluorescence, F442A cells. Q05BA5. 16 h. decrease of EGFP signal, % at 10 µM. 0.01% of 290,000 active;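 active means EGFP signal decrease of at least 30% at 10 µM or well 3 SD below plate mean, unless failing retest; inactive means the rest, including hits failing retest or dose response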; further: some compounds called inactive have numbers as strong as hits; many of its hits are not listed in these tables
PHOSPHO1 block: PubChem AID 1565. inhibition, % at 13.3 µM. recombinant PHOSPHO1, absorbance phosphatase assay. 1.1% of 290,000 active. Phosphoethanolamine/phosphocholine phosphatase (Homo sapiens), Q8TCT1; in the data active means inhibition above about 60%
MEKK3 PB1 HTS: modulators of MEKK3-MEK5 PB1 binding, primary screen, biochemical, wildtype MEKK3, multiplex bead flow cytometry, Alexa488-MEK5; Mitogen-activated protein kinase kinase kinase 3 (Homo sapiens), Q99759; 1.4% of 290,000 active; binding response (% of control), % at 10 µM; bead-based flow cytometry, Alexa488-MEK5 binding to MEKK3; actives lie on both sides; 0 = blocked by unlabeled MEK5, 100 = vehicle;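 active means binding response more than 3 SD above or below the average of its plate-row segment, actives on both sides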;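 further: Alexa488 bead fluorescence after subtracting the streptavidin-only scavenger bead signal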
CRFBP-R2 block: antagonists of CRF-BP/CRF-R2 complex, primary screen, cell-based, HEK293, calcium dye fluorescence, uHTS | CRF-induced calcium fluorescence | inhibition, % at 11.8 µM | 0.59% of 350,000 active | AID 588475, 2011;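 active means inhibition of the ligand-induced calcium signal above about 50% at the single tested concentration, limit read from the data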
IDE cell activ: human IDE activators in live cells, primary screen, fluorescence polarization, HEK cells, FAbeta-B substrate; FAbeta-B cleavage; 0% vehicle, 100% cell-free pure enzyme wells; activation, % at 5.96 µM; 0.073% of 340,000 active;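 active means activation above the mean of all tested compounds plus 3 SD, set per screening campaign, cut at about 17% in these data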
IDE cell inh: human IDE inhibitors in live cells, primary screen, fluorescence polarization, HEK cells, FAbetaB substrate; inhibition, % at 5.59 µM; 0.41% of 320,000 active; AID 434962, 2010; FAbetaB cleavage; Insulin-degrading enzyme (Homo sapiens), P14735;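 active means percent inhibition above the average of all tested compounds plus 3 SD, set per screening campaign, cut at about 16% in these data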;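 further: IDE supplied by intact live HEK cells; FP after avidin binding of uncleaved biotin substrate so inhibition keeps polarization high; 0% = DMSO wells and 100% = 60 µM reference IDE inhibitor Ii1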
GalR3 antagonist: GalR3 antagonists in HEK293 cells, primary screen, cell-based, fluorescence readout. 0.44% of 360,000 active. inhibition, % at 3 µM. Galanin receptor type 3 (Homo sapiens), O60755. HEK293 GalR3-CNG cAMP membrane potential fluorescence; galR3 body fused to GalR1 C-terminus;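 active means inhibition above the screen-wide average plus 3 SD, cut at about 13% in these data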;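 further: forskolin and galanin both at EC90 stimulate the cells; cAMP rise reported by CNG channel membrane potential dye signal; 0% = forskolin plus galanin with DMSO and 100% = forskolin alone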
M4 PAM: human M4 muscarinic receptor positive allosteric modulators, primary screen, CHO-K1 cells, Fluo-8 calcium fluorescence. AID 624126, 2012. 0.4% of 360,000 active. CHO-K1 hM4/Gqi5, ACh EC20; 0% = ACh EC20, 100% = maximal ACh. activation, % at 3 µM. Muscarinic acetylcholine receptor M4 (Homo sapiens), P08173;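 active means activation above its plate's cutoff, the mean activation of sample wells plus 3 SD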; further: some results filed as inactive read as strong as hits
Active calls of the source: *; nt = not tested or not shown.

PHOSPHO1 block,CRFBP-R2 block,GalR3 antagonist,p-CIP stab down,CRFBP-R2 agonist,MEKK3 PB1 HTS,M4 PAM,IDE cell activ,IDE cell inh,compound
7,4,nt,1,-0.6,100,-2,4,4,O=C(O)c1ccc(C(=O)Nc2cccc(NC(=O)C3CCCO3)c2)cc1 (configuration not stated)
-12,-4,1,-1,-0.5,125,7,-6,5,COc1cccc(/C=N/NC(=O)CN2C(=O)NC3NC(=O)NC32)c1 (configuration not stated)
35,-8,-4,-2,4.7,108,-11,3,7,Cc1ccnc(Nc2nc(-c3ccccc3)cs2)c1
11,10,-12,-4,-3.6,111,-2,1,1,C/C=C/c1ccc(OCC(O)CNCC(c2ccc(OC)cc2)N(C)C)c(OC)c1 (configuration not stated)
-7,7,0,-6,20,103,5,3,5,Cc1ccc(S(=O)(=O)NCCNC(=O)c2ccccc2)cc1
34,-7,-9,-15,0.6,100,-10,1,12,COc1cccc(-c2nc(C(=O)NCC3CCCO3)cc3c2[nH]c2ccccc23)c1 (configuration not stated)
nt,19,-9,-5,-3.5,102,-5,-1,3,CC(C(=O)N1CCN(c2ccccc2)CC1)c1ccc([N+](=O)[O-])cc1 (configuration not stated)
4,-2,-8,1,2.6,101,10,0,1,COc1ccc([C@@H]2[C@@H]3C(=O)N(C(C)(C)C)C(=O)[C@@H]3[C@]3(Cc4ccc(Cl)cc4)C(=O)N(c4cccc(C)c4)C(=O)N23)cc1
3,1,-1,0,-0.5,103,12,0,1,COc1ccc(N(Cc2ccco2)C(=O)c2ccccc2F)cc1OC
11,2,0,-2,0.9,103,-6,7,-3,CCC(C)Sc1nc2ccccc2n1CC(=O)O (configuration not stated)
nt,2,-6,nt,-0.6,nt,20,3,0,Cc1c(C(=O)OCC(=O)N(C)CC(=O)Nc2ccc(F)cc2)oc2ccccc12
-34,-8,0,-23,0.4,117,3,-4,-4,O=C(NCCCCCNC(=O)c1ccco1)c1ccco1
nt,12,-3,nt,1.3,nt,9,3,5,O=C(CCc1nc2ccccc2c(=O)[nH]1)Nc1nnc(SCc2ccc(F)cc2)s1
14,-6,-5,-1,0.5,104,-3,-1,9,CC(C)c1ccc(/C=N/NC(=O)c2ccccc2Cl)cc1
nt,11,1,nt,-1.1,nt,12,3,-8,COc1ccc(NC(=O)CN2CCN(C(C)=O)CC2)cc1S(=O)(=O)N1CCOCC1
23,-25,-5,-10,-2.4,102,-16,6,6,Cc1nn(C(C)C)c(C)c1CN1CCCC(C(=O)c2cccc(OC(C)C)c2)C1 (configuration not stated)
0,1,1,4,1.8,99,-5,3,-5,Cc1sc(NC(=O)CSc2nc(N)n(CC(=O)c3ccccc3)n2)c(C#N)c1C
-31,28,1,-10,0.8,101,1,2,1,Cc1ccc(N(CC(=O)N/N=C/c2cc(C)n(-c3ccccc3)c2C)S(C)(=O)=O)c(C)c1
-1,-27,-4,-8,1.5,94,-3,8,-11,COc1cccc(NC2=Nc3cccc4cccc2c34)c1
nt,5,-6,nt,-1.3,nt,7,3,nt,Cn1cnc2nc[nH]c2c1=S
5,8,1,-12,4.0,100,7,3,2,CC(C(=O)NC1CCCCC1)N1CCN(C)CC1 (configuration not stated)
45,6,-4,1,-0.7,99,1,11,1,COc1ccc(CNC(=O)[C@H](Cc2ccccc2)NC(=O)C2CCNCC2)cc1
28,-5,-1,-11,0.2,104,1,-3,3,CN(C)CCN(C(=O)CN1C(=O)c2ccccc2C1=O)c1nc2cc3c(cc2s1)OCO3
30,2,-1,-7,0.1,101,0,0,6,O=C(C1CCN(c2nc(-c3ccccc3)nc3c2CCC3)CC1)N1CCCC1
-13,-7,-3,-10,0.0,99,-2,2,-3,COC(=O)CN1C(=O)[C@H]2[C@@H](/C=C/c3ccccc3)N3C(=O)CN(CC4CC4)C(=O)[C@@]3(Cc3ccccc3)[C@H]2C1=O

Compound profiles (already shown). Order of values: PHOSPHO1 block | CRFBP-R2 block | GalR3 antagonist | p-CIP stab down | CRFBP-R2 agonist | MEKK3 PB1 HTS | M4 PAM | IDE cell activ | IDE cell inh
`O=C(O)c1ccc(C(=O)Nc2cccc(NC(=O)C3CCCO3)c2)cc1` (configuration not stated) as listed: 7 | 4 | nt | 1 | -0.6 | 100 | -2 | 4 | 4
`COc1ccc([C@@H]2[C@@H]3C(=O)N(C(C)(C)C)C(=O)[C@@H]3[C@]3(Cc4ccc(Cl)cc4)C(=O)N(c4cccc(C)c4)C(=O)N23)cc1` as listed: 4 | -2 | -8 | 1 | 2.6 | 101 | 10 | 0 | 1
`Cc1sc(NC(=O)CSc2nc(N)n(CC(=O)c3ccccc3)n2)c(C#N)c1C` as listed: 0 | 1 | 1 | 4 | 1.8 | 99 | -5 | 3 | -5
`COc1cccc(/C=N/NC(=O)CN2C(=O)NC3NC(=O)NC32)c1` (configuration not stated) as listed: -12 | -4 | 1 | -1 | -0.5 | 125 | 7 | -6 | 5

The list continues:
PHOSPHO1 block,CRFBP-R2 block,GalR3 antagonist,p-CIP stab down,CRFBP-R2 agonist,MEKK3 PB1 HTS,M4 PAM,IDE cell activ,IDE cell inh,compound
nt,-10,-4,nt,-2.0,nt,0,0,0,CNc1ccc(C(=O)OCC(=O)NC(=O)NC2CCCCC2)cc1[N+](=O)[O-]
4,28,-2,-1,-1.5,142*,9,4,-7,O=C(CCSCc1ccc(Cl)cc1)NCCc1ccccc1
nt,8,4,nt,0.8,nt,3,5,-1,CCN(CC)CCCn1c2c(c(SCC(=O)Nc3ccc(F)c(F)c3)nc1=O)CCC2
24,21,3,1,2.3,111,3,0,7,CSc1nc2ncc(C(=O)O)c(N)n2n1
32,-21,-7,-5,0.4,105,-3,5,3,CNc1nc(Sc2cccc(C(F)(F)F)c2)cc(C(F)(F)F)n1
13,11,-2,-14,0.1,90,0,1,5,C=CCNC(=O)CSc1nnc(-c2ccncc2)n1CCc1ccccc1
-2,-9,0,-38,-0.8,101,2,2,1,CN(C)c1ccc(C(=O)OCC(=O)NC2CCCCCC2)cc1
15,33,-10,-3,0.3,105,-24,5,2,CCOc1cc(N2CCOCC2)c(OCC)cc1NC(=O)c1cc(-c2ccco2)nc2ccccc12
-20,-5,-5,-4,-0.6,95,0,6,nt,CCCCCn1c(CN(C)Cc2ccccc2)nc2c1c(=O)n(C)c(=O)n2C
19,0,4,-5,-1.0,100,16,4,1,COc1ccc(NC(=O)CCOc2ccccc2)cc1
7,-5,0,10,0.5,97,5,-2,-1,CC(=O)N(c1ccccc1C)C1CCCC1
22,3,6,-5,3.1,103,-2,-3,3,COC(=O)c1ccsc1NC(=O)c1ccc2c(c1)OCCO2
52,-5,-5,-7,-1.0,102,-6,-1,7,CS(=O)(=O)N1CCN(c2nc(-c3ccc(F)cc3)cs2)CC1
nt,4,-2,nt,-0.4,104,-18,-7,4,O=C(c1ccco1)N1CCN(c2ccc(Cl)c(Cl)c2)CC1
8,17,0,-7,0.1,102,-1,5,6,Cc1nn(-c2ccc(Cl)cc2Cl)c(=O)c2ccccc12
1,18,-5,-18,0.6,94,-3,1,1,CC1=C(C(=O)OC2CCCCC2)C(c2ccc(C)o2)C2=C(CCCC2=O)N1 (configuration not stated)
nt,13,34*,nt,1.5,nt,-4,-3,-4,O=C(OCc1cc(=O)oc2cc(O)ccc12)c1cc(S(=O)(=O)N2CCOCC2)ccc1F
-22,-65,3,-114,55*,96,-1,-58,21*,CN(C)c1ccc(/C=C2\C(=N)N3N=C(CC(=O)N4CCCCC4)SC3=NC2=O)cc1
-15,-1,-5,-17,-1.4,109,-7,-4,2,COc1ccc(N2CCN(C(=O)c3ccc(Cn4c(=S)[nH]c5ccc(N6CCOCC6)cc5c4=O)cc3)CC2)cc1
-2,-25,-7,4,-0.6,100,-39,0,-3,COc1cccc(C2SCC(=O)N2c2ccc(C)cc2)c1OC (configuration not stated)
27,-8,-9,-4,0.0,95,-7,1,nt,CCOC(=O)c1cnc(N2CCN(c3ccccc3)CC2)[nH]c1=O
-1,7,-5,-4,-1.0,100,6,8,-1,N#Cc1ccc(/C=N/N=C(N)N)cc1
44,-4,-3,-5,-1.7,94,-21,2,-3,COCc1cc(OC)nc(-c2csc(C)n2)n1
7,0,-2,-11,0.3,109,-9,6,2,O=C(CN(c1ccc2c(c1)OCCO2)S(=O)(=O)c1ccccc1)NCc1ccco1
nt,8,2,nt,0.8,nt,1,2,-3,COc1ccc(N2CCN(C(=O)COC(=O)Cc3cccc(OC)c3)CC2)cc1
nt,41,nt,nt,-1.3,109,-1,8,-4,Cn1c(NCCN(CCO)CCCc2ccc([N+](=O)[O-])cc2)cc(=O)n(C)c1=O
-1,-4,-1,0,-0.8,97,3,8,-4,Cn1c(=O)c2c(ncn2CC(COCc2ccccc2)OCc2ccccc2)n(C)c1=O (configuration not stated)
37,2,2,0,-2.4,93,8,9,-7,CN(C)c1cc(-c2cccc([N+](=O)[O-])c2)oc(=O)c1Cl
9,25,-4,-6,0.3,98,1,4,2,COc1ccc2[nH]c3nc(SCc4nnc(-c5ccccc5)o4)nnc3c2c1
8,7,-5,4,0.9,157*,-6,2,0,NC(=O)COC(=O)c1oc2ccccc2c1CSc1ccc(Cl)cc1
nt,-11,1,nt,-1.2,nt,0,2,4,CCOc1ccc(S(=O)(=O)NCCC(=O)N2CC(C)OC(C)C2)cc1 (configuration not stated)
15,-20,nt,3,4.3,98,1,-3,-2,Cc1ccc(CCNS(=O)(=O)c2cc3c(cc2Cl)NC(=O)CO3)cc1
-2,-32,-2,-10,-0.7,111,-4,8,6,OC(CNCc1ccco1)Cn1c2ccc(Br)cc2c2cc(Br)ccc21 (configuration not stated)
18,-9,-1,4,0.1,108,1,6,-2,COc1cccc(OC)c1C(=O)Nc1nnc(-c2ccc(F)cc2)s1
nt,-5,-6,nt,1.0,nt,0,-3,-1,Cc1ccc(C(=O)CCC(=O)Nc2cc(C)ccn2)cc1
nt,4,7,nt,0.0,nt,3,3,3,O=C(NCCCN1CCOCC1)C1CCN(S(=O)(=O)c2ccccc2)CC1
-2,0,8,4,2.3,108,-2,5,5,N#Cc1ccc(CSc2nnc(-c3ccncc3)o2)cc1
36,-55,-3,-8,33,nt,-3,4,nt,CCOC(=O)c1c(C)oc2c1c(C=NCC1CCCO1)c(O)c1ccccc12 (configuration not stated)
4,-23,-5,-5,1.0,102,-3,2,-2,Cc1cccc2cc(CN(Cc3cccs3)S(=O)(=O)c3ccc4c(c3)OCCO4)c(=O)[nH]c12
35,-4,-9,-9,-2.0,96,-11,2,-3,CCC1CCCCN1C(=O)CSc1nc(N)cc(=O)[nH]1 (configuration not stated)
14,-5,-1,-14,5.8,108,1,4,1,CN(CC1CCOCC1)C(=O)c1ccc2nc(Cc3cccc(Cl)c3)oc2c1
5,-3,-3,-1,1.9,105,5,6,4,CC1CN(S(=O)(=O)c2ccc(C(=O)Nc3ccc(S(=O)(=O)Nc4ncccn4)cc3)cc2)CC(C)O1 (configuration not stated)
nt,10,-5,nt,-0.8,97,2,-2,-3,C=CC(=O)N1c2ccccc2Sc2ccc(NC(=O)OCC)cc21
-12,6,-9,-2,3.1,105,-2,-3,2,Cc1cc(NN)nc2ccc(Cl)cc12
-22,16,-8,-13,3.9,114,-4,0,3,CC(=O)c1c(C(C)=O)c(C)n(-c2ccc(O)cc2)c1C
22,-3,-3,-1,3.3,103,-3,6,nt,CCCOc1cccc(-c2cc(C(=O)N/N=C/c3ccccn3)c3ccccc3n2)c1
